MT stabilizer – microtubule stabilizers in HeLa cells, primary screen, imaging, high-content imaging. HeLa tubulin immunostaining HCS, 24 h; share of cells brighter than vehicle mean+2SD. % tubulin-high responders, % at 10 µM. 200,000 compounds, 0.83% hits. AID 2205, 2009;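 active = plate Z-score above 3 for both tubulin-high and condensed-nucleus cell shares, with cell loss under 80%, at 10 µM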;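 note: anti alpha tubulin signal scored within the nucleus-defined area of each cell; some results filed as inactive read as strong as hits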
Dynein transport – inhibitors of GR-EGFP nuclear translocation, primary screen, dynein cargo transport inhibitor project, imaging, high-content, 3617.4 mouse cells | 220,000 compounds, 0.47% hits | AID 1381, 2008 | test concentration mostly 20 µM; stimulated with dexamethasone, 1 µM; stronger effect = lower value | z-score, hits read low;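 active = plate z-score of nuclear minus cytoplasmic receptor signal below a set negative limit, without overly bright fluorescence or cell loss, cut at about -3.5 in these data, passing the limit was not always enough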;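 note: z-score of nuclear minus cytoplasmic ring GR-EGFP intensity difference per well; some compounds called inactive have numbers as strong as hits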
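medium = tetracycline-free induction medium containing charcoal-stripped FBS | probe or stimulus = dexamethasone, 1.0 µM final | timing = 48 h induction, then 1 h compound, then 30 min agonist, 37 °C | detection = automated 10x imaging of fixed Hoechst-stained cells | read-out basis = nuclear versus cytoplasmic GR-EGFP signal, averaged per well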
Lipid droplet – inhibitors of hepatocyte lipid droplet formation, primary screen, imaging, high-throughput imaging, BODIPY stain | AML12 mouse hepatocytes, oleate lipid droplets | 240,000 compounds, 0.4% hits | inhibition, % at 6.5 µM | AID 1656, 2009;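 active = lipid droplet intensity inhibited by at least 50%, with more than 500 cells counted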
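Assay system: AML12 mouse liver cells | Compound: 6.5 µM single-point dosing | Schedule: Overnight exposure | Technique: Fluorescence imaging, 20x objective, two fields per well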
Autophagy HCS – autophagy modulators in MEF cells, primary screen, imaging, high-content, MEF GFP-LC3 | MEF GFP-LC3 puncta imaging; test concentration mostly 10 µM | calls only at 10 µM (by protocol) | 190,000 compounds, 0.98% hits;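 active = percentage of spot-positive cells more than 3 SD above its plate mean, without a fluorescence outlier flag or 80% toxicity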;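 note: spot-positive cell cutoff set from DMSO-treated cells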
b-catenin transl – modulators of beta-catenin nuclear translocation, primary screen, imaging, HeLa cells, immunofluorescence, high-content; nuclear translocation activity, % at 5 µM; 190,000 compounds, 0.3% hits;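 active = nuclear translocation activity above 50% at 5 µM, with a well cell count of 50 or more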;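 note: per-cell ratio of nuclear to cytoplasmic median beta-catenin stain intensity; plate controls were DMSO negative control for no effect and GSK-3 inhibitor IX positive control for full effect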
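Read-out: Nuclear/cytoplasmic beta-catenin signal ratio, % activation | Assay system: Human HeLa cell line | Times: 24 h compound exposure at 37°C, 5% CO2 | Signal: Fluorescence imaging of beta-catenin antibody stain plus DAPI | Dosing: 5 µM primary, 0.02–20 µM confirmation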
CSM14.1 death rescue – rescue of cells from ER stress-induced death, primary screen, 384-well, CSM14.1, thapsigargin, ATP luminescence (AID 1222). CSM14.1 thapsigargin-induced death rescue, ATP luminescence; higher % means a stronger effect. 190,000 tested, under 10 active. one-dose cellular ATP content (survival), % at 20 µM; EC50 in µM for titrated hits;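 active = EC50 below 50 µM in the dose-response confirmation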;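 note: death triggered by thapsigargin at about 15 µM added after 2 h compound pretreatment; cell ATP read after overnight thapsigargin exposure of roughly 18 to 22 hours; normalized against plate controls of thapsigargin alone and 5% DMSO vehicle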
Salmonella PhoP GFP – inhibitors of PhoP regulon expression, primary screen, Salmonella Typhimurium, GFP reporter (AID 1863); S. Typhimurium PhoP-regulated promoter GFP reporter, 4 h; higher % means a stronger effect; inhibition, % at 50 µM, or IC50 in µM where a hit was titrated; 300,000 compounds, 0.16% hits;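 active = inhibition over 29.93%, a cutoff 3 SD above the screen mean, later confirmed by dose response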;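 note: 0% = low Mg2+ inducing control and 100% = high Mg2+ repressing control; strong numbers were not always called active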
Insulin prom up – insulin promoter activators in MIN6 cells, imaging, high-content screening, mouse beta cells. AID 1625, 2009. MIN6 insulin promoter-GFP reporter; stronger effect = higher value. 190,000 compounds, 0.3% hits. z-score at 5 µM;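 active = z-score above 3 at 5 µM with at least 500 cells counted in the well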
T cell HTS – modulators of CD8 T cell-vesicle binding, primary screen, mouse 2C CD8+ T cells, flow cytometry | 2C CD8+ T cell-vesicle binding; stronger effect = lower value | 330,000 compounds, 0.068% hits | AID 2052, 2009 | calls only at 7 µM;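 active = response, share of CD8 T cells binding vesicles, and their 90th percentile fluorescence all below set limits, cut at about 80% in these data, passing the limit was not always enough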
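Test system: purified 2C TCR transgenic mouse naive CD8+ T cells. Probe or stimulus: QL9-peptide-loaded Drosophila micro-vesicles bearing Ld, ICAM-1 and B7-1. Incubation: binding step 1.5 h, 37 °C, antibody labelling 20 min, ice. Measured by: flow cytometry of vesicle-bound cells.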
Dynein transport cytoplasmic EGFP – second read-out of Dynein transport, no call of its own (marks repeat the call); z-score; measured here: cytoplasmic GR-EGFP intensity; stronger effect = higher value
Dynein transport nuclear GR-EGFP – second read-out of Dynein transport, no call of its own (marks repeat the call); z-score; measured here: nuclear GR-EGFP intensity;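 lower value marks the stronger effect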
Dynein transport cell count – further read-out of Dynein transport, marked with its call; z-score; measured here: cell count per field
Insulin prom up cell count – also measured in Insulin prom up; calls as there; cell count; measured here: cytotoxicity, nuclei count;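 total cells summed across four imaged fields per well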
Lipid droplet cells 6.5 µM – further read-out of Lipid droplet, marked with its call; cell count; measured here: cell count, cytotoxicity flag;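 cells counted across two imaged fields per well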
b-catenin transl cell count 5 µM – also measured in b-catenin transl; calls as there; cell count; measured here: cell count, cytotoxicity flag
T cell HTS vesicle-bound % – also measured in T cell HTS; calls as there; double positive events, %; measured here: CD8+ vesicle-bound cell fraction;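 binding gate set so that unloaded-vesicle control wells show 10% double positive cells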
MT stabilizer Hoechst-high % – further read-out of MT stabilizer, marked with its call; % Hoechst-high responders; measured here: nuclear condensation Hoechst responders;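 share of cells brighter than vehicle mean plus two SD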
MT stabilizer cytotoxicity % – recorded beside MT stabilizer, whose call it bears; toxicity, %; measured here: cytotoxicity by cell density;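 0% = mean cell density of plate MIN control wells and 100% = no cells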
Autophagy HCS cell loss 18 h – further read-out of Autophagy HCS, marked with its call; toxicity, %; measured here: cell loss, nuclei count;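 cell loss after 18 h compound exposure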
Starred values were filed as active, the others as inactive; i = inactive; . = no result given; + = active, no number.

SMILES	MT stabilizer	MT stabilizer Hoechst-high %	MT stabilizer cytotoxicity %	Dynein transport	Dynein transport cytoplasmic EGFP	Dynein transport nuclear GR-EGFP	Dynein transport cell count	Lipid droplet	Lipid droplet cells 6.5 µM	Autophagy HCS	Autophagy HCS cell loss 18 h	b-catenin transl	b-catenin transl cell count 5 µM	CSM14.1 death rescue	Salmonella PhoP GFP	Insulin prom up	Insulin prom up cell count	T cell HTS	T cell HTS vesicle-bound %
CC(=O)Nc1ccc(NC(=O)CNC(=O)COc2ccccc2)cc1	2.1	2.2	8.7	0.0262	-0.338	0.277	0.228	-18.6	612	i	6.6	0.7	1534	1.1%	-0.7%	-0.27	1412	i	52.6
CCOP(=O)(/C(C#N)=C(/O)c1ccccc1)c1ccccc1 (stereo unspecified)	.	.	.	-1.45	-0.26	-0.136	0.73	3.4	683	.	.	0.4	1249	.	-5.6%	0.21	1069	i	25.4
COC(=O)c1[nH]c2cc(OC)ccc2c1NC(=O)CCN1CCCC(C)(C)C1	1.9	1.6	9.4	-0.504	-0.24	0.0733	0.719	.	.	i	-4.2	4.0	1515	-0.4%	-11.4%	-0.65	1301	i	13.8
Nc1ccccc1Oc1ccc2ccccc2c1	3.7	1.9	2.3	-0.576	-0.237	0.03	-0.298	12.6	710	i	1.2	1.1	924	-2.0%	8.2%	0.52	1536	i	52.4
CC1CCC2(CC1)NC(=O)N(CC(=O)N1CCN(S(=O)(=O)c3ccccc3)CC1)C2=O (stereo unspecified)	4.4	2.4	4.5	0.87	-0.202	0.969	-1.71	-11.3	710	i	-8.7	-1.6	1022	-0.3%	-0.2%	-1.31	1326	i	2.2
Cc1ccc(C2(c3noc(CN(C)CCO)n3)CCCC2)cc1	5.8	2.8	5.3	-0.786	-0.27	-0.574	0.699	9.9	791	i	-21.0	2.7	956	2.8%	7.2%	0.67	1503	i	47.8
Cc1cc(C(=O)CSc2nc(N)cc(N)n2)c(C)n1C1CC1	3.4	2.1	8.7	2.46	0.317	1.55	-2.44	8.5	704	i	-5.2	-1.3	1055	0.2%	-4.9%	.	.	i	45.7
O=C(Nc1ccccc1)c1ccccc1N=Cc1cccc(O)c1	5.3	4.8	2.0	0.0842	-0.135	0.331	-0.039	-13.2	676	i	11.3	-0.5	1504	-0.5%	-4.3%	0.39	1404	i	50.5
CCC(=O)N1CCc2cc(S(=O)(=O)NCCC(=O)Nc3ccccc3C)ccc21	7.2	2.3	6.8	2.19	0.225	1.29	-0.294	.	.	i	-1.7	2.0	1354	-0.5%	-6.2%	-0.72	1423	i	9.6
COCCn1c(SCC(=O)Nc2ccccc2)nc2c1c(=O)[nH]c(=O)n2C	3.7	3.0	4.9	-0.474	-0.182	-0.0294	0.139	2.9	602	i	-19.7	-1.2	1420	.	7.4%	0.14	1436	i	13.9
Cc1ccc(NC(=O)Cn2nc(-c3ccccc3)nc2-c2ccccc2)c(C)c1	2.6	2.5	10.7	0.763	-0.272	0.506	0.656	-10.6	650	i	6.3	-0.1	1247	6.3%	-8.7%	-0.4	1350	i	47.3
CCOC(=O)c1cc2ccc(OC)c(OC)c2c(=O)s1	2.7	2.0	4.3	-0.18	-0.214	-0.343	0.743	-0.2	713	i	-18.8	.	.	-1.8%	80.2%	-0.6	1324	i	36.4
COc1ccc(NC(=O)N2CCC(Cc3ccccc3)CC2)cc1	2.2	1.8	7.1	-1.06	-0.265	-0.929	1.05	-1.1	678	i	-6.3	-0.6	1534	0.3%	-8.5%	.	.	i	60.5
Cc1ccc(NC(=O)NCC2CCN(Cc3cccc(Cl)c3)CC2)c(Cl)c1	2.5	2.4	4.9	-0.984	-0.299	-0.123	0.565	-3.6	692	i	-1.0	-1.0	1039	-1.1%	-7.2%	0.19	1266	i	21.7
Cc1ccc(CCNC(=O)C23C[C@H]4C[C@@H](C2)CC(n2nnc(C)n2)(C4)C3)cc1	2.7	1.5	9.1	-0.827	-0.288	-0.342	0.744	-0.4	732	i	-4.2	0.3	1049	-0.4%	-3.9%	.	.	i	12.3
CC1CCN(CC(=O)N2CCCc3c2c(=O)oc2ccc(OCc4ccccc4)cc32)CC1	0.7	1.3	7.6	-0.325	-0.123	-0.274	0.125	-5.2	754	i	6.5	.	.	0.1%	-1.7%	.	.	i	59.4
CCNS(=O)(=O)c1ccc(NC(=O)c2cc(C(F)(F)F)nn2C)cc1	4.4	2.9	6.4	-0.289	-0.312	-0.047	0.205	.	.	i	-16.0	-0.7	1218	2.7%	1.8%	0.99	1517	i	4.3
O=C(NCc1ccccn1)C1CCCN(Cc2cnn(-c3ccccc3)c2-n2cccc2)C1 (stereo unspecified)	3.3	2.2	1.9	0.0992	-0.133	0.207	-0.102	.	.	i	8.7	-0.8	1345	7.3%	-3.9%	-0.17	1537	i	51.3
COc1ccccc1NC(=S)NC(=O)CCCOc1ccc(Cl)cc1Cl	1.5	1.4	4.1	-0.622	-0.027	-0.0109	-0.781	8.4	819	i	-3.9	.	.	-0.6%	18.0%	.	.	i	20.7
CC(C)=CCC/C(C)=C/C=N/NC(=O)c1ccc([N+](=O)[O-])cc1	2.6	3.3	8.1	0.709	-0.24	0.539	-0.622	-5.5	618	i	-24.0	3.7	1056	-2.3%	-6.1%	-0.24	1478	i	55.6
COC(=O)[C@@H]1C[C@@H]2CC[C@@H](O)C[C@@H]2N1Cc1ccc(OC)cc1	.	.	.	-0.593	-0.775	-0.252	0.175	-3.4	650	.	.	0.4	1260	.	-3.8%	0.5	973	i	36.3
CCc1ccc2[nH]c(=O)c(C(c3nnnn3Cc3ccc(OC)cc3)N3CCOCC3)cc2c1 (stereo unspecified)	4.7	3.6	8.1	-1.21	0.329	-0.431	0.624	.	.	i	-4.8	-3.1	998	0.0%	-5.1%	0.24	1237	i	34.5
CC12C(=O)N(c3ccccc3C(=O)O)C(=O)C1C1C=CC2C1 (stereo unspecified)	7.0	1.2	23.6	2.22	-0.00914	1.12	-0.719	.	.	i	16.4	-0.7	1397	-2.4%	-2.6%	0.15	1357	i	32.2
CCOc1cc(C(=O)NCCCn2ccnc2)cc(OCC)c1OCC	2.4	4.6	6.8	0.389	0.409	-0.189	-0.52	5.7	629	i	7.3	0.8	528	0.2%	-8.0%	0.08	1029	i	33.6
Cc1ncc(CC(=O)n2cc(C(=O)c3cc(F)ccc3O)cn2)s1	3.6	1.6	4.5	1.53	-0.0484	0.819	-1.76	.	.	i	-0.3	.	.	-3.6%	5.2%	.	.	i	3.8
CC(C)N1C(=O)C2C(C(=O)NCc3ccccc3)C3C=CC2(O3)C1C(=O)NC(C)(C)C (stereo unspecified)	1.8	1.3	0.0	-0.139	-0.236	-0.235	0.499	.	.	i	-0.1	0.1	1147	-1.4%	-6.9%	0.59	1080	i	17.6
CCOc1cc(NC(=O)c2ccco2)c(OCC)cc1NC(=O)c1cc(OC)c(OC)c(OC)c1	2.0	2.1	0.2	0.619	-0.0667	0.494	-1.28	2.8	755	i	-10.4	0.6	1065	-2.6%	13.9%	-3.03	1140	i	26.9
Cc1cnc(NC(=O)CCCc2nc3ccccc3s2)s1	6.1	1.4	2.8	-0.422	-0.229	-0.971	0.427	.	.	+	54.4*	-2.8	1415	-1.0%	-3.4%	-0.37	1334	i	12.1
O=C(O)/C=C/C(=O)NC1CC1	3.7	3.0	6.3	-0.656	-0.343	-0.344	1.29	-9.5	718	i	2.1	-2.1	1103	-0.4%	2.2%	1.39	1145	i	29.4
Cc1cc(C)nc(Oc2ccc(Br)cc2)n1	.	.	.	-0.504	-0.674	-0.0811	0.591	-8.3	609	.	.	0.0	1342	.	-8.4%	-0.07	1017	i	52.0
S=C1NC(c2ccccc2)=CC(c2ccccc2)N1 (stereo unspecified)	6.2	2.6	5.1	-1.16	-0.29	-0.227	1.22	-32.9	706	i	6.0	-4.5	1089	-0.5%	-1.1%	-0.79	1258	i	57.6
CCOC(=O)c1c(C)n(C)c2ccc(OCCN(C)C)cc12	1.7	1.3	5.2	-0.823	0.0556	-0.192	0.275	2.4	773	i	-7.7	-1.8	1087	0.6%	-8.9%	-0.29	862	i	45.5
Cc1csc(NC(=O)CSc2nnc(-c3cc(C)on3)o2)n1	2.1	2.6	3.4	0.234	-0.19	0.258	-0.181	22.4	619	i	2.4	-1.8	1031	-1.0%	-8.1%	-0.03	1241	i	61.3
